Screens deposited in PubChem BioAssay by National Center for Advancing Translational Sciences (NCATS).
SMN2 splice up: qHTS Assay for Enhancers of SMN2 Splice Variant Expression | HEK293 SMN2-luciferase splicing reporter, luminescence, 30-36 h | Potency, µM (series often up to 46.1 µM), without a hit: at the highest dose activity change, positive = activation, usual class: activators | hit rate 2.8% among 210,000 | AID 1458, 2008; note: % of control where 0% means no effect; nearly all actives have a fitted effect of over 55% in size
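HEK293 cells carry an SMN2 minigene-luciferase reporter in which exon 7 inclusion puts luciferase in frame. Cells were seeded at 2000 cells/well, attached for 10-12 hours, then exposed to compounds for 30-36 hours at 37C before ONE-Glo luminescence.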
KDM4E inh: qHTS Assay for Inhibitors of Human Jumonji Domain Containing 2E (JMJD2E); Lysine-specific demethylase 4E (Homo sapiens), B2RXH2; JMJD2E catalytic domain, FDH-coupled NADH fluorescence (FDH is formaldehyde dehydrogenase); Potency, µM (top dose mostly 57.1 µM), for inactives: top-dose activity change, negative = inhibition, hits mostly inhibitors; hit rate 1.6% among 230,000; AID 2147, 2009; active = well fitted inhibition curve with a large enough effect, not every such curve was filed as active; inconclusive = small, poorly fitted or top-dose-only effect, or another doubt; inactive = no such curve, though single readings can be large or run the other way;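 note: 0% = wells with enzyme and -100% = buffer wells without enzyme; nearly all actives have a fitted effect of over 50% in size; many of its hits are not listed in these tables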
Target sequence (B2RXH2 1-337 limits assumed): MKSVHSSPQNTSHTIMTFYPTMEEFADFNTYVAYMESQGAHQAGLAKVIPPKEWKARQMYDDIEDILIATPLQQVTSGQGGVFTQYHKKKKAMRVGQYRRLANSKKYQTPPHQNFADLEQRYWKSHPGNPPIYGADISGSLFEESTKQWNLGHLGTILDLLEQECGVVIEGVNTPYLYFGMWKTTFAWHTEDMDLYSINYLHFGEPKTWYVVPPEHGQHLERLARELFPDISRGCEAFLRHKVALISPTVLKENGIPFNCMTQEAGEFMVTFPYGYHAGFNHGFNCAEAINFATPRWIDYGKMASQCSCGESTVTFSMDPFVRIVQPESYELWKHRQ
ALDH1A1 inh: qHTS Assay for Inhibitors of Aldehyde Dehydrogenase 1 (ALDH1A1) | hit rate 7.3% among 220,000 | AID 1030, 2008 | Purified ALDH1A1, NADH fluorescence, propionaldehyde substrate | Potency, µM (highest dose often 75.3 µM), inactives show at the top dose activity, negative = inhibition, most hits filed as inhibitors; active = well fitted inhibition curve with a large enough effect, not every such curve was filed as active; inconclusive = small, poorly fitted or top-dose-only effect, or another doubt; inactive = no such curve, though single readings can be large or run the other way;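 note: plate controls were no enzyme wells and a reference inhibitor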
Target sequence (P00352 whole entry, looked up): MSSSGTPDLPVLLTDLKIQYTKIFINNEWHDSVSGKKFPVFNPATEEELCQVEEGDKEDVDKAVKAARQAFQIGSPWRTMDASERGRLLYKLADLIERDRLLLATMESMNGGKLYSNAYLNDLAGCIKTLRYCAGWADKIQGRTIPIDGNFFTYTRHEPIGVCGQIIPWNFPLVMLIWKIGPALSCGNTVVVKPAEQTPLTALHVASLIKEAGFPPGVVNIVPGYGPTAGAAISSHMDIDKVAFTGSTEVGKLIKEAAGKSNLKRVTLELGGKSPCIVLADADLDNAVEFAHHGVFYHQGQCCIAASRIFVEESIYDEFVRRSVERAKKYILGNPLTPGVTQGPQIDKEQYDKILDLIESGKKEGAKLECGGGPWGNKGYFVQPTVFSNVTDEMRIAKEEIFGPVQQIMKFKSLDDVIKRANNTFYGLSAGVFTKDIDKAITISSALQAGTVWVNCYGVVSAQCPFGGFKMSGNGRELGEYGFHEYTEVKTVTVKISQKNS
Tau ThT inhib: qHTS for Inhibitors of Tau Fibril Formation, Thioflavin T Binding; recombinant tau K18 P301L, heparin-induced fibrillization, ThT fluorescence; Potency, µM (highest dose often 57.4 µM), inactives show top-dose activity, negative = inhibition, actives largely listed as inhibitors; hit rate 2.1% among 270,000; note: % is set by controls: 0 for no effect and ±100 for the full control effect; nearly all actives have a fitted effect of over 55% in size
Target sequence (P10636 561-689 P618L limits assumed): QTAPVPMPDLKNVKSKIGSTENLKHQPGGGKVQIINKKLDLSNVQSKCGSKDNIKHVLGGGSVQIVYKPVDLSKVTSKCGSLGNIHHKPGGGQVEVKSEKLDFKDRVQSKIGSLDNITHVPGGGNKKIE
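In this qHTS, human K18 P301L tau is incubated with compound and heparin for 6 hr at 37 C, and Thioflavin T fluorescence then reports fibril load.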
HTT ATP protect: qHTS Multiplex Assay to Identify Dual Action Probes in a Cell Model of Huntington: Cytoprotection (ATP). PC12 HTT-Q103 induced, cytoprotection, ATP luminescence, 40 h. Potency, µM (series often up to 56.4 µM), without a hit: cytoprotection (ATP increase), actives largely listed as activators. hit rate 0.14% among 230,000;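 note: % of control where 0% means no effect; nearly all actives have a fitted effect of over 45% in size; toxic huntingtin expression switched on by the ecdysone agonist tebufenozide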
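Quantitative HTS on tebufenozide-induced (100 nM) PC12 cells expressing HTTQ103 exon 1–GFP; compounds tested as a concentration series; survival measured via cellular ATP.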
HttQ103 aggreg: qHTS Multiplex Assay to Identify Dual Action Probes in a Cell Model of Huntington: Aggregate Formation (GFP); Potency, µM (titrated, usually from 46.1 µM), without a hit: top-dose activity change, negative = inhibition, hits mostly inhibitors; AID 1688, 2009; PC12 HttQ103-GFP aggregates, Acumen cytometry, 40 h; hit rate 1.1% among 220,000; note: % is set by controls: 0 for no effect and ±100 for the full control effect; nearly all actives have a fitted effect of over 60% in size
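Steps: seed 1500 PC12 HTTQ103-GFP cells/well; add tebufenozide, 100 nM final; add compound titration; add ATPLite reagent; quantify GFP aggregates by laser scanning cytometry.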
Tau fibril FP: qHTS for Inhibitors of Tau Fibril Formation, Fluorescence Polarization. K18 P301L tau heparin fibrillization, Alexa594 FP, 6 h. Potency, µM (titrated, usually from 57.7 µM), for inactives: at the top dose activity, negative = inhibition, actives largely listed as inhibitors. hit rate 0.39% among 280,000; note: % is set by controls: 0 for no effect and ±100 for the full control effect; nearly all actives have a fitted effect of over 55% in size
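Read-out: fluorescence polarization of Alexa 594-labeled tau (0.24 uM), 555 nm excitation, 632 nm emission. Mixtures held 15 uM unlabeled K18 P301L, compound and 20 uM heparin, pH 7 acetate buffer, incubated 6 hr at 37 C.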
Tau fluor counter: Counterscreen qHTS for Inhibitors of Tau Fibril Formation, Fluorescence Polarization; tau K18 P301L Alexa594 fluorescence, heparin fibrillization; Potency, µM (doses to about 57.7 µM), for the others: at the top dose activity change, negative = decrease; hit rate 0.93% among 280,000; AID 1463, 2008; note: % is set by controls: 0 for no effect and ±100 for the full control effect; nearly all actives have a fitted effect of over 55% in size
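Human tau K18 P301L (15 uM unlabeled, 0.24 uM Alexa 594-labeled) in 100 mM sodium acetate pH 7 with 20 uM heparin, 6 hr at 37 C. ThT 30 uM added, 1 hr ambient; Alexa 594 FP and total fluorescence read at 555/632 nm.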
The depositor's hits bear a star; ? = inconclusive; . = no result given; & = joins results of further samples; [ ] = remark or other dose. Unless noted, calls come from the whole dose curve; as a rule, active = well fitted curve in the direction sought with a large enough effect; inconclusive = small, poorly fitted or top-dose-only effect, or another doubt; inactive = no such curve, though single readings can be large; an effect the other way counts as inactive or inconclusive. Potency is the fitted concentration of half-maximal effect.

Fields – SMN2 splice up, KDM4E inh, ALDH1A1 inh, Tau ThT inhib, HTT ATP protect, HttQ103 aggreg, Tau fibril FP, Tau fluor counter
1: O=C1CC(c2cccc(O)c2)c2cc3c(cc2N1)OCO3 (stereo unspecified)
 : 0%, ., ., -1%, ., ., 9%, -7%
2: O=C(c1ccc(Cl)c(S(=O)(=O)N2CCOCC2)c1)N1CCCCC1
 : ., -1%, 8%, -5%, ?, 24%[9.22 µM], -3%[2.34 µM], 6%
3: Cc1sc2nc(-c3ccco3)oc(=O)c2c1C
 : 20%, ?, ?, -16%, 17%, -11%, -3%, -6%
4: O=C(CSc1c(F)c(F)cc(F)c1F)Nc1ccc(C2SCCS2)cc1
 : ., -2%, ., -7%, 2%[10 µM], 4%[9.22 µM], ?, -24%
5: Cc1cccc(NC(=O)c2sc3nc(N)c(C#N)cc3c2N)c1
 : 16µM*, -8%, -4%, ?, 27%[10 µM], 3%, ?, ?
6: O=C(CC1SC(=NCCc2ccccc2)N(/N=C/c2cccs2)C1=O)Nc1ccc(Cl)cc1 (stereo unspecified)
 : -20%, -2%, -5%, 5%, -5%[1.9 µM], -18%, 0%, -1%
7: COc1ccc(C(=O)c2ccccc2)cc1
 : -8%, 1%, -9%, -9%, -14%, -12%, -3%, -13%
8: CCN(CC)c1ccc(NC(=S)NC(=O)c2cccs2)cc1
 : ., -30%, 8.9µM*, 6.3µM*, -2%[10 µM], 25%[9.22 µM], 19%, 13µM*[quencher]
9: C=CCNC(=O)/C(C#N)=C/c1c(N2CC(C)OC(C)C2)nc2ccccn2c1=O (stereo unspecified)
 : 11%, ?, ?, ?, ., 7%, -5%, -16%
10: O=[N+]([O-])c1ccc(C2=Nn3cnnc3SC2)cc1
 : ., 2%, ., ., -15%[10 µM], -15%[9.22 µM], 1%, 4%
11: COc1ccccc1NCc1nnc(SCC(=O)N/N=C/c2ccco2)n1-c1ccc(Cl)cc1Cl
 : -3%, 9%, ?, -15%, -3%, -5%, 5%, -7%
12: O=C1NCCC/C1=N/Nc1ccc(F)cc1
 : 8%, -14%, 13µM*, -4%, -14%, 4%, 3%, -2%
13: CN(C)C(=O)COC(=O)c1ccc(S(=O)(=O)NCc2ccco2)cc1
 : ., -5%, -2%, -6%, -2%[10 µM], -3%[9.22 µM], 2%, -12%
14: N#Cc1ccccc1NC(=O)CNc1ccc(Cl)c(C(F)(F)F)c1
 : ., 1%, -10%, -3%, -6%[10 µM], 7%, 7%, ?
15: COc1cccc(C(=O)O/N=C(\N)c2ccncc2)c1
 : 12%, 2%, 9%, -4%, -22%, 6%, 0%, 0%
16: COC(=O)c1cc(NC(=O)CC2C(=O)NCCN2C(=O)c2ccccc2)cc(C(=O)OC)c1 (stereo unspecified)
 : 20%, -1%, ?, 2%, -9%[0.074 µM], 0%, -5%, 4%
17: NC(N)=NC(=O)c1nc(Cl)c(N2CCCCCC2)nc1N
 : 8%&-2%, -8%&3%, 2%, -12%&-15%, -22%, ., 0%&-5%, -11%&-16%
18: O=C(O)c1cc(O)ccc1-c1ccc(O)cc1
 : -20%, 6%, 12%, -2%, -6%[10 µM], -25%, -9%, 7%
19: CCNC(=S)N/N=C/c1sc(N2CCCCC2)nc1-c1cccs1
 : ., -4%, -6%, 2%, -6%[10 µM], 26%, -5%, -8%
20: CCCCn1nc2cc(C(=O)NCc3ccc(OC)cc3)ccc2c1OCC
 : -2%, ?, ?, -14%, -4%, -2%, 4%, -8%
21: CC(NS(=O)(=O)c1ccc2c(c1)CCN2C(=O)CCCC(=O)O)c1ccccc1 (stereo unspecified)
 : -4%, ., ., -1%, ., ., 1%, 1%
22: COc1cc2c(cc1OC)-c1cc(N3CCc4ccccc43)nc(=O)n1CC2
 : ., ?, ?, -9%, -3%[10 µM], 8%[9.22 µM], -1%, -3%
23: Cc1sc2ncn(CC(=O)Nc3cccc(S(N)(=O)=O)c3)c(=O)c2c1-c1ccccc1
 : ., 5%, 10%, 3%, 18%[10 µM], -4%[9.22 µM], -2%, -9%
24: COc1cccc(NC(=S)N(Cc2ccc(C(=O)O)cc2)Cc2ccc(OC)c(OC)c2)c1
 : ., -14%, -2%, -7%, -15%, -1%, 6%, -7%
25: CCCCCCC1CCC(C(=O)NC(CCSC)C(=O)NC(C(=O)OC)C(C)C)CC1 (stereo unspecified)
 : 2%, 4%, 4%, -6%, -20%, 6%, -4%, -3%
26: COC(=O)c1ccc(CSc2nnnn2-c2ccc(C)cc2C)o1
 : 8%, -11%, ?, -7%, -19%, 1%, -6%, -3%
27: COc1ccc(-n2c(CNC(=O)c3cccs3)n[nH]c2=S)cc1
 : -4%, 7%, -2%, -8%, -21%, 1%, 1%, -8%
28: Cc1cc(-c2n[nH]c(=S)n2CC(C)C)cs1
 : 5%, -27%, 0%, -5%, 7%[10 µM], 22%, 2%, -5%
29: COc1cc(S(=O)(=O)n2nc(C)cc2C)c(OC)cc1Cl
 : -18%, 2%, 5%, -5%, -4%, 13%, -6%, -6%
30: O=S(=O)(NCCCc1ccccc1)c1ccc(Cl)cc1
 : -4%, -2%, ?, -2%, -5%[10 µM], 6%, 2%, -18%
31: Oc1ccc(/C=C/c2cnccn2)cc1
 : ., 4%, 9%, -18%, -17%[10 µM], -9%[9.22 µM], 1%, -9%
32: Cc1ccc(S(=O)(=O)NC2c3cccc4cccc(c34)C2Sc2ncccn2)cc1 (stereo unspecified)
 : -14%, 0%, ?, -5%, 44%[10 µM], 3%, -17%, ?
33: O=C(O)c1cccc(Nc2c([N+](=O)[O-])c(=O)oc3ccccc23)c1
 : ., -2%, -2%, -10%, -4%[10 µM], -9%[9.22 µM], -8%, -4%
34: NC(N)=N/N=C/c1ccc(OCc2ccccc2Cl)cc1
 : -9%, -8%, 1%, 5%, -71%[inhibitor], ?, -2%, ?
35: COc1ccc(C(=O)C2CCN(S(=O)(=O)c3ccc4c(c3)OCCO4)CC2)cc1
 : -14%, -3%, ?, -3%, -14%, ?, -5%, -26%
36: CCS(=O)(=O)N1CCC(C(=O)NCCc2ccc(C)cc2)CC1
 : -9%, 9%, ?, -7%, 18%, -3%, -5%, -7%
37: COc1ccc(CNC(=O)CN(Cc2ccc(Cl)cc2)S(=O)(=O)c2ccccc2)cc1
 : -38%[inhibitor], 4%, 2.2µM*, -16%, -34%, ?, 6%, -25%
38: CCOC(=O)N1CCC(NC(=O)CCN2C(=O)COc3ccccc32)CC1
 : 1%, 1%, 1%, -4%, 13%[10 µM], -4%, 2%, 7%
39: CC(C)NC(=O)N1CCOCCOCCN(C(=O)NC(C)C)CCOCCOCC1
 : ?, -1%, 9%, -11%, -2%, -8%, -2%, -6%
40: O=c1c2cnn(-c3ccc(F)cc3)c2ncn1Cc1cccnc1
 : -63%[inhibitor], -4%, 4%, -11%, -7%, -20%, -2%, -8%
41: CCn1c(=O)c(C(=O)CN2c3ccccc3CC2C)c(N)n(Cc2ccccc2)c1=O (stereo unspecified)
 : -4%, -15%, ?, -15%, -4%[10 µM], 30%, 8%, ?
42: COC(=O)c1cc(-c2ccc(Br)cc2)n[nH]1
 : -23%, 7%, 14%, -21%, -23%, 1%, -1%, -8%
43: CCCN(CCC)CCCNc1ccc2nnc(-c3ccc(F)cc3)n2n1
 : 0%, -25%, ?, -13%, -9%[10 µM], 2%, -8%, -8%
44: O=C(NC1CCCc2ccccc21)c1ccc2c(c1)OCO2 (stereo unspecified)
 : 8%, -2%, ?, -4%, -19%, 26%[9.22 µM], -2%, -8%
45: CCCN(CCC)c1nc(-c2ccccc2F)nc2ccccc12
 : -17%, ., ., ?, ., ., -6%, -13%
46: COCCN(C(=S)Nc1c(C)cccc1C)C(C)c1ccco1 (stereo unspecified)
 : ., -4%, ., 9%, 23%[10 µM], 36%[9.22 µM], -12%, -3%
47: CC(C)NCC(O)COC1C2CC3CC(C2)CC1C3 (stereo unspecified)
 : ., 0%, -1%, -5%, -24%[10 µM], 6%[9.22 µM], -5%, -6%
48: O=C(CSc1nnc(NC(=O)c2ccccc2F)s1)Nc1ccccc1F
 : 27%, 47%[activator], ?, -10%, 3%[10 µM], 15%, 1%, -10%

Arranged by value in Tau ThT inhib (lowest first): 3 of the compounds above.
entry	canonical_smiles	KDM4E inh	ALDH1A1 inh	Tau ThT inhib	Tau fibril FP
43	CCCN(CCC)CCCNc1ccc2nnc(-c3ccc(F)cc3)n2n1	-25%	?	-13%	-8%
44	O=C(NC1CCCc2ccccc21)c1ccc2c(c1)OCO2 (stereo unspecified)	-2%	?	-4%	-2%
46	COCCN(C(=S)Nc1c(C)cccc1C)C(C)c1ccco1 (stereo unspecified)	-4%	.	9%	-12%

Another view of part of the listing above:
item	Structure	SMN2 splice up	KDM4E inh	ALDH1A1 inh	Tau ThT inhib	HTT ATP protect	HttQ103 aggreg	Tau fibril FP	Tau fluor counter
47	CC(C)NCC(O)COC1C2CC3CC(C2)CC1C3 (stereo unspecified)	.	0%	-1%	-5%	-24%[10 µM]	6%[9.22 µM]	-5%	-6%
42	COC(=O)c1cc(-c2ccc(Br)cc2)n[nH]1	-23%	7%	14%	-21%	-23%	1%	-1%	-8%
43	CCCN(CCC)CCCNc1ccc2nnc(-c3ccc(F)cc3)n2n1	0%	-25%	?	-13%	-9%[10 µM]	2%	-8%	-8%
44	O=C(NC1CCCc2ccccc21)c1ccc2c(c1)OCO2 (stereo unspecified)	8%	-2%	?	-4%	-19%	26%[9.22 µM]	-2%	-8%
45	CCCN(CCC)c1nc(-c2ccccc2F)nc2ccccc12	-17%	.	.	?	.	.	-6%	-13%

Some of the compounds tested. The share of hits here may be higher or lower than overall.
